From PubChem BioAssay
mcGAS lum: blocks mouse cGAS activity. Q8C6L5. recombinant cGAS, Kinase-Glo ATP depletion luminescence. inhibition, % at 12.5 µM. 160,000 compounds, 0.15% hits;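 also: 0% = negative control wells and 100% = reference inhibitor with no enzyme activity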
hcGAS inh: blocks human cGAS activity | 290,000 compounds, 0.081% hits | AID 1259398 | inhibition, % at 12.5 µM | recombinant h-cGAS, ATP depletion, Kinase-Glo luminescence;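 also: 0% = vehicle reaction and 100% = reaction without DNA for no activity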
Target sequence (Q8N884 whole entry, looked up): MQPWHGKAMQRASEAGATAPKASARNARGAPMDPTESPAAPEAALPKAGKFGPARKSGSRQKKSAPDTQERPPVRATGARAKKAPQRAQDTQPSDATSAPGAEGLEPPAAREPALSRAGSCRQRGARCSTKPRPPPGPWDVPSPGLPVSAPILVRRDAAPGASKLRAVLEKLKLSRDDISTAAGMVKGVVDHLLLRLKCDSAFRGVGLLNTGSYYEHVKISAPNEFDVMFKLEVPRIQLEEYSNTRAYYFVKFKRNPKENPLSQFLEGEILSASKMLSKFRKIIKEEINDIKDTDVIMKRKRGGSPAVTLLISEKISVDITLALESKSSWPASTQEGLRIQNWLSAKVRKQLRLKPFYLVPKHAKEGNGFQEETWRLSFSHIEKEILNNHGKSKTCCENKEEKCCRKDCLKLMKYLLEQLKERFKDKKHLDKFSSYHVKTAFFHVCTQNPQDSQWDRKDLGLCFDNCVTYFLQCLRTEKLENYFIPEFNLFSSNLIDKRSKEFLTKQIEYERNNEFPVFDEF
NPYLR7 agonist: activates Aedes aegypti NPYLR7 receptor. HEK293T NPYLR7/Galpha15, GCaMP6s calcium fluorescence. activation, % at 10 µM. 270,000 compounds, 0.15% hits. AID 1259423; in the data active = activation above about 40%;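 also: 0% = vehicle and 100% = reference agonist at the receptor; some compounds past the cut are filed as inactive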
Starred values were filed as active, the others as inactive; nt = not tested or not shown; & = joins results of further samples; ! = repeats disagree. Rule as the data show it, unless noted: active = inhibition above about 40%; inactive = the rest.

Order of results: mcGAS lum | hcGAS inh | NPYLR7 agonist
> CC(C)Oc1ccc(CNC(=O)N2CCC3CCC(C2)N3C)cc1F (stereo not given)
  nt | -6 | 5
> Cc1cc(Nc2ccc(N(C)C)cc2)n2c(nc3ccccc32)c1C#N
  -6 | -11 | 7
> CCCCCN(CC(=O)Nc1cc(C(C)(C)C)nn1-c1ccc(C)cc1C)C(=O)Nc1ccc(C(F)(F)F)cc1
  -5 | -2 | 14
> COc1cc2c(cc1NC(=O)CN1C(=O)CN(C)C1=O)oc1ccccc12
  nt | -5 | 7
> CCC(C(=O)N1CCC(c2nccn2CC(N)=O)CC1)N1CCOCC1 (stereo not given)
  -6 | -9 | nt
> COc1ccc([N+](=O)[O-])cc1CN1CCCn2cccc2C1c1cccc(F)c1 (stereo not given)
  -6 | -5 | 0
> O[C@]12CCCC[C@H]1CN(Cc1ccc(-c3ccn[nH]3)o1)CC2
  -17 | -3 | 2
> O=c1c2c(-c3ccccc3)csc2ncn1Cc1cc(-c2ccc(Cl)cc2)no1
  nt | -8 | 11
> COc1ccc(-c2nc3cc(C)ccn3c2NC(=O)c2cccc(C(F)(F)F)c2)cc1
  -1 | 2 | -6
> O=C(NC1CCCCC1)N[C@H]1C[C@H]2C(=O)N3CCC[C@@H]3C(=O)N2C1
  -7 | -8 | -7
> Cc1cc(C)nc(NCc2nc(-c3cccs3)n[nH]2)n1
  nt | -7 | 6
> O=C(Nc1ccccc1Cl)c1ccc(Cl)o1
  nt | -8 | 15
> C=CCN1CC2(c3ccccc3)CN(CC=C)CC(c3ccccc3)(C1)C2=O
  -7 | -7 | -2
> Cc1cc(C)n2c(C(=O)NC3CCCN(C4CCCCCC4)C3)nnc2n1 (stereo not given)
  -1 | -1 | nt
> CCOC(=O)c1c(NC(=O)/C=C/c2ccc(C)cc2)sc(C(=O)Nc2ccccc2)c1C
  -6 | -2 | -7
> Cc1cccc(CSc2nccn(-c3ccc4c(c3)OCCO4)c2=O)c1
  -7 | -9 | -3
> CCN(CC)C1CCN(C(=O)c2cn(C3CC3)cc(C(=O)NCC3CCCCC3)c2=O)C1 (stereo not given)
  -8 | -2 | 13
> CN1OCC(S(=O)(=O)NC(C)(C)C)C1c1ccnc2ccccc12 (stereo not given)
  nt | -5 | 7
> COc1ccc(C)cc1CS(=O)(=O)Cc1cccc(C#N)c1
  nt | -6 | 10
> COc1ccccc1C(=O)N1CCC(C(NC(=O)c2ccc3c(c2)OCO3)C(=O)N2CCOCC2)CC1 (stereo not given)
  -7 | -7 | 9

Gathered by group: those above containing a cyano group.
Order of results: mcGAS lum | hcGAS inh | NPYLR7 agonist
> Cc1cc(Nc2ccc(N(C)C)cc2)n2c(nc3ccccc32)c1C#N
  -6 | -11 | 7
> COc1ccc(C)cc1CS(=O)(=O)Cc1cccc(C#N)c1
  nt | -6 | 10

(more compounds)
Order of results: mcGAS lum | hcGAS inh | NPYLR7 agonist
> Cc1ccc(C2=NC(=Cc3cc(C)ccc3C)C(=O)O2)cc1
  -6 | -6 | 6
> Cc1cc(COc2ccccc2)oc1C(=O)N1CC(c2ccncc2)C1
  -11 | -3 | 7
> CCOC(=O)[C@@H]1C[C@@H]1c1nc2ccc(C(=O)O)cc2[nH]1
  nt | -8 | 17
> Cc1cc(-c2nnc(CCC(=O)N(C)Cc3nc4ccccc4s3)o2)no1
  -2 | -1 | 5
> CCCCCN(C)c1ccc(F)cc1CNC1CCC(O)CC1 (stereo not given)
  nt | -6 | 12
> CCc1ccc(NC(=O)NCCCn2nc(-c3ccccc3)ccc2=O)cc1
  nt | 1 | -2
> Cc1ccc(F)cc1CC(=O)NCc1ccccc1-n1cncn1
  -9 | -1 | nt
> Cc1cc(N2C(=O)c3oc4cc(C)c(Cl)cc4c(=O)c3C2c2cccnc2)no1 (stereo not given)
  nt | -4 | 5
> Cc1ccc(C(=O)N(Cc2cccnc2)Cc2nccn2Cc2ccccc2C)cc1
  -3 | -1 | 7
> O=C(/C=C/c1cccs1)N(Cc1cccnc1)c1nc2c(F)cccc2s1
  -6 | 1 | -12
> O=C(COc1ccccc1)Nc1cccc(S(=O)(=O)N2CCCCC2)c1
  nt | -5 | 5
> COc1ccccc1N1CC(C)Cn2c1nc1c2c(=O)n(CC(C)C)c(=O)n1C (stereo not given)
  nt | -2 | 2
> CC(C)c1ccc(NC(=O)c2cc3n(n2)CCN(Cc2ccc(Cl)cc2)C3=O)cc1
  1 | 0 | 2
> CCn1c(=NC(=O)CS(=O)(=O)c2ccccc2)sc2cccc(OC)c21
  -8 | -9 | 2
> CN(Cc1ccccc1)c1cc(Cl)nc(SCc2ccc(C(=O)O)cc2)n1
  nt | 0 | 1
> CCN(CC)C(=O)Oc1ccc2c(ccn2Cc2c(Cl)cccc2Cl)c1-c1ccc(OC)c(OC)c1
  -4 | 2 | 13
> Cc1ccsc1-c1nc2ccc(Cl)cn2c1NC1CCCCC1
  -9 | -5 | 23
> CCOC(=O)c1nn(-c2ccccc2C)c(=O)cc1NCCOC
  nt | -5 | 3
> CCc1cc(CN2CCC(N3CCC(C(=O)N4CCCC4)CC3)CC2)[nH]n1
  -13 | -6 | -2
> CC(C)Cn1cncc1CNC1CCCNC1 (stereo not given)
  nt | -3 | 11
> c1ccc2c(c1)CCN(c1nc3cc4c(cc3s1)OCCO4)C2
  -12 | -21 | 5
> CCN(Cc1ccncc1)C(=O)c1cc(COc2ccc(OC)cc2Cl)on1
  nt | -1 | 1
> OCCC1CN(Cc2cccc(F)c2F)CCN1C1CCCC1 (stereo not given)
  nt | -5 | 2
> Cc1noc(C)c1CN(C)C(=O)c1ccc(Oc2ccccc2)o1
  nt | -4 | -1
> COc1ccc2c(c1)CCN2CC(=O)Nc1ccccc1S(=O)(=O)C(F)F
  nt | -12 | 3
> CSCc1nn(CN(C)Cc2ccc(Br)cc2)c(=S)o1
  nt | -6 | 5
> COc1cc2nc(CSc3nnnn3C3CCCC3)[nH]c(=O)c2cc1OC
  nt | -8 | 2
> CCN(C(=S)NCc1ccccc1)C1CCCCC1
  -6 | -4 | -5
> CCN(CC)CCN(C(=O)C1=COCCO1)c1nc2ccc(C)cc2s1
  -7 | -10 | -3
> COc1ccc(-c2nc(N(CCCN3CCOCC3)CCC(=O)Nc3cccc(C(F)(F)F)c3)c3ccccc3n2)cc1
  -3 | -2 | nt
> S=c1[nH]nc(-c2c[nH]c3ccccc23)n1C1CC1
  -4 | -4 | 0
> CC(C)C1CN(C(=O)CCn2cnnn2)CCC(=O)N1CC1CC1 (stereo not given)
  -11 | 0 | nt
> CCN(C(=O)NCc1ccc2c(c1)OCO2)C(C)c1ccc(C#N)cc1 (stereo not given)
  nt | -4 | 1
> N#Cc1c(NC(=O)CSc2ncnc3sccc23)sc2c1CCC2
  nt | -6 | 4
> CCC(C)n1c(C)c(C)n2c3c(=O)n(Cc4ccc(Cl)cc4)c(=O)n(C)c3nc12 (stereo not given)
  -9 | 4 | 3
> Cc1cc2nc(N3CCC(C(=O)NCC4(c5ccccc5)CCOCC4)CC3)nc(C)c2cc1C
  -13 | -8 | 21
> Cc1ccc(CN(CCc2ccccc2)C(=O)CN(C(=O)c2ccc(Cl)c(Cl)c2)C2CC2)o1
  -9 | -13 | nt
> Cc1ccc(COC2CCCN(C(=O)Nc3ccccc3)C2)cc1 (stereo not given)
  -3 | -6 | -5
> O=C(NCC1CCCO1)c1cc2n(n1)C(C(F)(F)F)CC(c1cccs1)N2 (stereo not given)
  nt | -4 | -7
> C=CCN(CC=C)C(=O)CSc1nnc(Nc2ccc(C(C)C)cc2)s1
  -2 | -2 | 1

Just hcGAS inh and mcGAS lum, for 2 of the compounds above:
SMILES | hcGAS inh | mcGAS lum
Cc1cccc(CSc2nccn(-c3ccc4c(c3)OCCO4)c2=O)c1 | -9 | -7
CCN(CC)C1CCN(C(=O)c2cn(C3CC3)cc(C(=O)NCC3CCCCC3)c2=O)C1 (stereo not given) | -2 | -8

Following part:
Order of results: mcGAS lum | hcGAS inh | NPYLR7 agonist
> Cc1cc(NC(=O)Cc2ccccc2O)ccc1N(C)C
  nt | -7 | 7
> Cc1cc(N)c2ccccc2[n+]1CCCCCCCCCC[n+]1c(C)cc(N)c2ccccc21
  -2 | 91*! | -4&1&-2&-5
> Cc1noc(C(C)N2CCC(N(C)Cc3noc(C)n3)C2)n1 (stereo not given)
  nt | -12 | 1
> Cc1cccc(NC(=O)COc2cc(C(C)(C)C)nn2-c2nc(C)cc(C)n2)c1
  nt | 4 | 1
> COCCN1CCc2[nH]c(=S)[nH]c(=O)c2C1
  -5 | -4 | -6
> CC1(C)CC(=O)c2sc(NC(=O)C(C)(C)C)nc2C1
  -4 | -7 | 8
> CCOC(=O)Cc1c(C)nc2ncnn2c1N1CCN(C(=O)c2cnn(C)c2Cl)CC1
  2 | 4 | nt
> O=C(CN1CCCCCC1=O)NCc1cccnc1Oc1ccccc1F
  -16 | -2 | 2
> COc1ccc(OC)c(C(=O)c2ccc(C(=O)N3CCc4c(cnc(C)c4CNC(C)=O)C3)cc2)c1
  -12 | -9 | 20
> O=C(CCC1CCCCC1)NNC(=O)CC12CC3CC(CC(C3)C1)C2
  -4 | -7 | 7
> Cc1ccc(Cn2c(C)c(C(=O)N(C)Cc3ccc(F)cc3)sc2=O)cc1
  nt | -6 | 1
> OC(CNCc1ccc(Cl)c(Cl)c1)CN1CCCCC1 (stereo not given)
  -7 | -4 | 1
> CC(C)c1cccc(Oc2cnn(-c3ccc(F)cc3)c(=O)c2Nc2ccc(C(=O)N3CCN(C)CC3)cc2)c1
  -5 | -11 | 9
> Cc1ccc(S(=O)(=O)Nc2ccccc2N2CCCCC2)c(C)c1OCC(=O)O
  nt | -13 | -3
> N#Cc1cccc(OC2CC3CCC(C2)N3C(=O)c2ccc(CSc3ccccn3)cc2)c1 (stereo not given)
  2 | 5 | 5
> O=C(NCc1ccccc1N1CCCC1)N1CCCC1c1ccccn1 (stereo not given)
  nt | 1 | -2
> CN(C)CCN(Cc1ccccc1)C(=O)c1ccc(Cl)c(N2CCCC2=O)c1
  nt | -4 | 7
> CCC(C)NCc1ccc(OC)c(OC)c1 (stereo not given)
  nt | -3 | 26
> CC(C)(C)NC(=O)N1CCC(C(NC(=O)c2ccc(F)cc2)C(=O)NCc2ccco2)CC1 (stereo not given)
  -5 | -4 | -1
> Cc1ccc(C2=NN(C(=O)Cn3nc(C)c(C)c(C#N)c3=O)C(c3ccco3)C2)o1 (stereo not given)
  nt | -1 | 2
> CC(C)c1ccc(Nc2ncc3c(n2)CCN(C(=O)Nc2cccc(F)c2)C3)cc1
  -4 | -2 | -8
> COc1ccccc1C1c2cccn2CCCN1Cc1ccc(F)cc1 (stereo not given)
  1 | 1 | -5
> O=C1C=CC(=O)C2=C1C1c3ccccc3C2c2ccccc21
  nt | -1 | -4
> CN(C)S(=O)(=O)c1ccc(S(=O)(=O)N2CCCCC2)cc1
  nt | -5 | 3
> Cc1cccnc1CC(C)NC(=O)c1coc(COc2cccc(F)c2)n1 (stereo not given)
  -13 | -10 | 17
> Cc1ccc(C2c3cccn3CCN2C(=O)Nc2cccs2)cc1 (stereo not given)
  nt | -6 | 15
> CCS(=O)(=O)NC(=O)C1(C)CCN1C(=O)Cc1ccc(-c2ccccc2)cc1 (stereo not given)
  nt | -8 | 4
> CCOC(=O)N1CCN(C(=O)CCc2cc3c(n2-c2cc(OC)cc(OC)c2)-c2ccccc2CC3)CC1
  -4 | -4 | 13
> CC(C)n1c(C2CC(=O)N(c3ccc(F)cc3)C2)nc2ccccc21 (stereo not given)
  -4 | -12 | 1
> Cc1oc(C(C)(C)C)cc1C(=O)N1CCN(C(c2ccccc2)c2ccc(F)cc2)CC1 (stereo not given)
  -5 | 0 | 5
> CCc1ccc(C(=O)Nc2c(-c3ccc(OC)c(OC)c3)nc3ccc(C)cn23)cc1
  -7 | -4 | -4
> Cc1ccc(Cn2cccc2CN(CCC(C)C)Cc2ccccc2C#N)cc1
  -3 | -5 | nt
> O=C(NCc1ccccn1)c1nn(-c2ccc(F)cc2)c(=O)n(Cc2ccccc2Cl)c1=O
  -3 | 1 | 8
> O=C(NCCNc1nc(-c2ccc(F)cc2)nc2ccccc12)c1ccco1
  -8 | -6 | 1
> CC(C)COC1CCN(C(=O)C2CCN(C)C(=O)C2)CC1 (stereo not given)
  nt | -9 | 5
> CN(C)C(CNC(=O)c1ccc(-n2cc[nH]c2=S)cc1)Cc1ccccc1 (stereo not given)
  nt | -11 | -6
> Cc1ccc(C)c(NC(=O)CN2C(=O)c3ccccc3S2(=O)=O)c1
  -6 | -5 | 2
> COc1ccccc1-c1ccc(C(=O)N2CCN(C)CC2)c(N2CCOCC2)n1
  -2 | -4 | 6
> CN(CC1CCN(CCc2ccc(Cl)cc2)CC1)C(=O)c1ccc(C(F)(F)F)cc1
  -9 | -8 | -4
> CNC(=S)Nc1ccc(Oc2ccc(NC(=S)NC)cc2)cc1
  nt | -5 | -2
> Cc1c(C(=O)NC2CC2)sc(=O)n1CC(=O)N(C)C
  nt | -7 | 16
> Cc1ccccc1N1CCC(N2CCCN(C(=O)C3CCC3)CC2)CC1
  -3 | 1 | 6
> Nc1c(C(=O)NCc2cccs2)c2nc3ccccc3nc2n1/N=C\c1ccncc1
  -9 | -8 | 10
> CCOC(CNCc1ccco1)OCC
  -5 | -4 | 2
> CC(=O)C(C)n1c(CN2CCN(Cc3ccccc3)CC2)nc2c1c(=O)[nH]c(=O)n2C (stereo not given)
  nt | -6 | 0
> CN1C[C@@H](N)C[C@H]1C(=O)NCC1CCN(CCc2ccccc2)CC1
  nt | -2 | 0
> CC(=O)Nc1ccc(N2C(=O)CSC2c2ccc3c(c2)OCO3)cc1 (stereo not given)
  nt | -8 | -3
> COc1ccc(NC(=O)c2cc3cc(Br)ccc3oc2=O)cc1
  -4 | -5 | -4
> Cc1cnn(C(C)CNC(=O)c2cc(Cn3ccc4ccccc43)[nH]n2)c1 (stereo not given)
  nt | 2 | 1
> O=c1cc(CSc2nnc(-c3cccnc3)o2)nc2sccn12
  nt | -2 | 0
> Cn1c(=O)c2c(nc(CN3CCN(c4ccccc4)CC3)n2CCCO)n(C)c1=O
  nt | -2 | 0
